# Compound activity from PubChem BioAssay.
# RAD52 anneal inh: blocks human RAD52 DNA annealing. P43351. recombinant RAD52 DNA annealing, FRET fluorescence. inhibition, % at 18.7 µM. hit rate 0.46% among 360,000;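 active means every replicate showing at least 50% inhibition; inconclusive means mean inhibition at least 50% but not in every replicate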
# XiGFP reactiv: reactivates the inactive X chromosome in mouse fibroblasts. activation, % at 7.58 µM. hit rate 0.055% among 360,000. XiGFP mouse fibroblasts, % GFP-positive cells imaging, 3 d; cells co-treated with 5-aza-dC sensitizer; scaled so ellipticine positive control = 100%;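 active means mean normalized replicate activation at least 10% and every replicate at or above 10%; inconclusive means only one of the two criteria met; inactive means mean below 10% and not all replicates reach 10%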;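 further: 0% = median of on-plate neutral control wells and 100% = ellipticine 6 µM median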
#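 System: 68-5-11 XiGFP fibroblast line; Timing: 3 days compound exposure; Compound dosing: one concentration, pinned; Benchmarks: positive control ellipticine, 6 µM final; Buffer or medium: DMEM containing 5-aza-dC.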
# DENV2 CPE: inhibitors of DENV2 cytopathic effect; DENV2-infected cells, cytopathic effect rescue, plate reader; CPE inhibition, % at 9.99 µM; hit rate 1.7% among 350,000; AID 651640; in the data active means CPE inhibition above about 20%, passing the limit was not always enough; inconclusive means no clear call, values can overlap the other calls; tested in BHK-21 cells;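 further: 0% = median of neutral control wells and 100% = median of positive control wells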
# F508del corr: CFTR F508del correction in bronchial cells | CFBE cells, YFP halide quenching; stimulated with forskolin plus potentiator P3; % fluorescence drop versus neutral controls | activity (quench increase), % at 7.58 µM | hit rate 0.36% among 350,000;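 active means mean added fluorescence quench of at least 8% versus neutral control, with both replicates also reaching 8%; inconclusive means only one of the mean or replicate conditions met; inactive means mean below 8% and not both replicates reaching 8%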;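 further: cells transiently co-express mutant CFTR-F508del with the halide-sensitive YFP; corrector assay measuring rescue of mutant channel to the surface after 24 h compound exposure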
# RAD54 branch: inhibitors of human RAD54 branch migration. RAD54 Holliday junction branch migration, FAM/BHQ fluorescence. inhibition, % at 10.4 µM. AID 602329. hit rate 0.14% among 360,000. Q92698;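 active means mean normalized replicate activity at least 40 and at least half of replicates scoring 40 or more; inconclusive means only one of the two criteria met; inactive means mean below 40 and under half of replicates reaching 40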;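 further: 0% = median of neutral control wells and 100% = median of positive control wells; inhibitors cause a drop in the FAM fluorescence signal; in these data hits start at about 50%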
# Target sequence (Q92698 whole entry, looked up): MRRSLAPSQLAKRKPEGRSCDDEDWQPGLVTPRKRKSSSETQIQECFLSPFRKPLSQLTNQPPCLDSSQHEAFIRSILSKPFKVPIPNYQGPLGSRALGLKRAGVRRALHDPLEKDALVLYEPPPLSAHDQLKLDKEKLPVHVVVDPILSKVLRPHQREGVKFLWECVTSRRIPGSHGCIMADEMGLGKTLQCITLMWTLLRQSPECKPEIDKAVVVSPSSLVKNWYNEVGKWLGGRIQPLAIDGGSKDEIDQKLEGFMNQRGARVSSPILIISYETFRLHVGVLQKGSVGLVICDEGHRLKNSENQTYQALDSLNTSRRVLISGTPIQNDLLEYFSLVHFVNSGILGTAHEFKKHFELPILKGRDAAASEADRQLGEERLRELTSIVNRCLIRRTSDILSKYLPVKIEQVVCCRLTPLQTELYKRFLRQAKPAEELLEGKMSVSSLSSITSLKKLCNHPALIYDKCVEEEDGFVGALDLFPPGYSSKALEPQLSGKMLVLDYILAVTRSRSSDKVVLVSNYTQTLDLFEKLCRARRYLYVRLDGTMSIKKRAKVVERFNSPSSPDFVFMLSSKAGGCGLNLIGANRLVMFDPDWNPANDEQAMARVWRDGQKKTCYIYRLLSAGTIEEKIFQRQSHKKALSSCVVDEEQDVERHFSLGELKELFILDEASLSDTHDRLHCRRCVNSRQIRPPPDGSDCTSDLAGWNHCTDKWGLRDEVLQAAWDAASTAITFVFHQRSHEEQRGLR
# E-sel inducer: induces E-selectin expression in human endothelial cells | P16581 | HUVEC E-selectin immunofluorescence imaging; normalized: neutral wells 0, TNF-alpha wells 100 | activation, % at 7.58 µM | hit rate 0.37% among 260,000 | AID 686992;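 active means mean E-selectin-positive cell signal at least 10% of the positive control, reached in at least 60% of replicates, without over 20% cell loss; inconclusive means no rule given, readout overlaps actives, possibly toxicity-flagged; inactive means the rest, including those meeting only one limit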;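 further: in these data hits start at about 27%; measured in HUVEC primary endothelial cells; signal is the percent of cells scored E-selectin positive by PE staining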
#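 Assay system: HUVEC, human umbilical vein endothelial cells / Amount: 3,000 HUVEC/well / Controls: TNF-alpha positive control, DMSO neutral control / Compound dosing: single concentration / Medium: EGM-2 over gelatin coat / Evaluation: percent E-selectin-positive cells / Signal: immunofluorescence imaging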
# GSIS activator: GLuc luminescence reporter in INS-1E cells, primary screen for activators of glucose-dependent secretion of insulin; INS-1E GLuc reporter insulin secretion, 2-3 h; activation, % at 16.6 µM; hit rate 0.61% among 370,000; AID 743287;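 active means lowest replicate activation of at least 40%, so every replicate reaches that level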;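 further: 0% = median of neutral control wells and 100% = median of IBMX positive control wells; some compounds called inactive have numbers as strong as hits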
# CASP6 VEID inh: caspase-6 (human) enzyme inhibition; P55212; purified caspase-6, Z-VEID-R110 cleavage fluorescence; inhibition, % at 12.5 µM; hit rate 0.53% among 350,000;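 active means mean inhibition across replicates at least about 35%, with every replicate also reaching that limit, limit read from the data; inconclusive means only one of the two criteria met; inactive means neither criterion met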;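 further: 0% = median of neutral control wells and 100% = no fluorescence left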
# Target sequence (P55212 24-179 limits assumed): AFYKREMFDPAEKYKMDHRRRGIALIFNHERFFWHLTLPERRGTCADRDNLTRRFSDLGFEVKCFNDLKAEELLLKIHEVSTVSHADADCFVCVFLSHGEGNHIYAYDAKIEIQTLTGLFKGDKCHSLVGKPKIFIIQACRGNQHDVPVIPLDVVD
# Target sequence (P55212 194-293 limits assumed): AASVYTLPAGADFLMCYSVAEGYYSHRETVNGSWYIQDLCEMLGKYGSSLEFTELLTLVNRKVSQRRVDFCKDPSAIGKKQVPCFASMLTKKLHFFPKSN
# The depositor's hits bear a star; ? = inconclusive; nt = no result given.
# Each structure is followed by: RAD52 anneal inh	XiGFP reactiv	DENV2 CPE	F508del corr	RAD54 branch	E-sel inducer	GSIS activator	CASP6 VEID inh
- CC(NC(=O)c1ccccc1Br)c1nnc(SCc2ccc([N+](=O)[O-])cc2)n1C (stereo not given)
  -2	nt	3	2.3	nt	nt	2	1
- COc1cccc(CNc2ccc(S(=O)(=O)N3CCCC3)cn2)c1
  1	0.0	6	-3.8	10	-0.9	1	-2
- CCNc1sc(C(=O)OCC)c(N)c1C#N
  -14	0.0	-4	0.0	nt	nt	8	-1
- COc1ccc(C(=O)COC(=O)c2cc3ccccc3oc2=O)c(OC)c1
  -13	0.0	3	2.6	nt	1.7	17	-5
- COCCn1c(-c2ccc3ccccc3c2)nc2c1c(=O)[nH]c(=O)n2CC(C)C
  -14	0.2	2	0.1	-2	16	48*	1
- O=C1CCC(C(=O)OC(C(=O)Nc2cc(Cl)cc(Cl)c2)c2ccccc2)=NN1 (stereo not given)
  -1	0.0	1	-0.7	-1	1.8	-15	2
- COc1ccc(CCNCC(O)Cn2ccc3ccccc32)cc1OC (stereo not given)
  -76	0.0	6	1.0	3	0.1	13	-2
- Cc1ccc(S(=O)(=O)/N=C(\N)c2ccc(F)cc2)cc1
  3	0.0	-1	-1.6	2	nt	-21	-4
- CCS(=O)(=O)N1CCC2(CC1)CN(C(=O)NC(C)C)[C@H](CO)c1c2c2ccc(OC)cc2n1C
  1	0.3	14	-2.0	nt	-0.4	0	1
- CC(=O)NC(CCS(C)(=O)=O)C(=O)Nc1cc(Cl)ccc1Cl (stereo not given)
  -4	0.0	2	-2.7	1	-0.1	-5	-1
- COCCNC(=O)C(=O)NCC1OCCN1S(=O)(=O)c1ccc2c(c1)OCCO2 (stereo not given)
  -8	-0.1	3	0.6	nt	nt	13	4
- C[C@@H]1CN([C@@H](C)CO)C(=O)c2cc(NC(=O)C3CCCCC3)ccc2O[C@@H](C)CCCCO[C@@H]1CN(C)C(=O)c1ccccc1
  -10	-1.3	-12	1.3	16	-0.1	-11	2
- CCOc1ccc(Nc2nc(Cl)nc(N3CCN(c4ccc(OC)cc4)CC3)n2)cc1
  -8	0.1	4	nt	nt	-0.1	10	0
- Cc1ccccc1-c1nc(S(=O)(=O)c2ccccc2)c(NCCN2CCOCC2)o1
  -6	-0.1	-7	0.6	2	3.6	-5	1
- Cn1nccc1NC(=O)CSCC(=O)O
  -2	-0.1	-2	-0.8	nt	0.0	-1	5
- Nc1ccc(Br)cc1C(=O)O
  -20	0.0	6	nt	-4	0.2	4	17
- CNC(=O)C[C@H]1CC[C@H]2[C@H](COc3ccc(NC(=O)Nc4ccccc4F)cc3C(=O)N2C)O1
  17	0.2	-1	-0.5	-9	0.0	10	2
- COc1cc2c(cc1OC)C(c1ccccc1)N(C(=O)c1cccc(S(C)(=O)=O)c1)CC2 (stereo not given)
  2	0.2	11	-0.7	nt	nt	12	-1
- COc1ccc(CNC(=O)COC(=O)C2CC2C)cc1OC (stereo not given)
  -7	-0.1	13	-1.5	-8	0.0	-5	-1
- CC(=O)c1cccc(NS(=O)(=O)c2cc(-c3cnc(C4CC4)o3)ccc2C)c1
  -3	0.0	6	-0.1	-4	nt	6	4
- COc1ccc(COCC23N=C4SCc5ccccc5C(=O)N4[C@H](c4ccccc4O2)[C@H]3CO[Si](C)(C)C(C)(C)C)cc1
  15	nt	28*	1.0	-6	nt	nt	2
- C[C@H](CO)N1C[C@H](C)[C@@H](CN(C)Cc2cccc(C(=O)O)c2)Oc2ncc(-c3ccccc3F)cc2C1=O
  14	0.3	3	0.6	-2	0.0	23	3
- CC1CC(C)CN(c2nc3c(c(=O)n(C)c(=O)n3C)n2CCSc2ncccn2)C1 (stereo not given)
  -3	0.0	-2	-2.6	-7	-0.2	31	0
- O=C(Nc1nnc(SCC(=O)N2CCOCC2)s1)C1CC(=O)N(c2ccccc2)C1 (stereo not given)
  -23	0.0	3	-4.0	-4	0.3	-5	3
- CC(=O)N1[C@@H]2c3cccc(=O)n3C[C@@H]2[C@@H](CO)[C@@H]1C(=O)NCc1ccccc1F
  3	0.5	-2	nt	-3	-0.4	10	1
- C[C@H](CO)N1C[C@H](C)[C@@H](CN(C)Cc2ccc(-c3ccccc3)cc2)Oc2ccc(NC(=O)Nc3ccc(C(F)(F)F)cc3)cc2C1=O
  -7	-0.9	-12	3.5	0	0.0	4	1
- Cc1ccc(NC(=O)C2CC(=O)N(C(C)c3ccccc3)C2)cc1 (stereo not given)
  -22	0.1	-5	0.5	-1	nt	-12	3
- O=C(COc1cccc(F)c1)Nc1nc(-c2cccnc2)cs1
  -7	1.6	-7	1.5	7	0.7	nt	-5
- CN(CCc1ccccc1)C(=O)CC1C(=O)NCCN1Cc1ccccn1 (stereo not given)
  -409	0.5	-7	4.0	-11	nt	13	6
- c1ccc2c(Nc3nc(N4CCOCC4)c4ccccc4n3)cccc2c1
  -15	0.2	-1	nt	nt	nt	-12	1
- CCN(CC)c1ccc(C=Nc2cc(C)cc(C)c2)c(O)c1
  -5	1.8	1	nt	nt	-2.5	-4	1
- O=C(C[C@H]1C=C[C@H](NC(=O)Nc2ccccc2F)[C@H](CO)O1)NCc1ccc(Cl)cc1
  -4	0.4	-4	0.0	-5	13	14	-1
- Cc1ccc(N2C(=O)c3ccccc3C2Nc2ccccc2)nc1 (stereo not given)
  1	-0.3	-3	0.3	-3	-0.1	20	-1
- Cc1nn(-c2ccccc2)c(Cl)c1/C=N/NC(=O)c1ccnn1C
  -10	0.1	3	-4.0	3	nt	4	2
- O=C(C[C@@H]1CC[C@H]2[C@@H](COC[C@H](O)CN2C(=O)Nc2ccc(C(F)(F)F)cc2)O1)NC1Cc2ccccc2C1
  -3	0.1	9	4.9	6	0.0	-14	4
- Cc1ccc(CNC(=O)C2CCN(S(=O)(=O)c3cccs3)CC2)cc1
  -4	0.5	-4	-2.1	8	-0.1	12	1
- COc1ccc2c3c([nH]c2c1)[C@@H](CO)N(Cc1ccncc1)CC31CCN(C(=O)Cc2ccncc2)CC1
  -23	0.1	7	-0.7	nt	-0.2	28	-6
- CC(=O)N1CCOc2ccc(S(=O)(=O)N3CCC(C(=O)Nc4cc(C)ccc4C)CC3)cc21
  -6	0.1	2	1.7	-6	-0.3	-12	2
- Cc1cccc(CN2CCN(c3nc4nonc4nc3NC3CC3)CC2=O)c1
  -1	0.0	-4	-4.0	nt	nt	-9	13
- O=C(N[C@@H]1CC[C@H](CCNS(=O)(=O)c2ccccc2Cl)O[C@H]1CO)c1ccccc1
  0	-0.4	-11	1.0	-4	-1.5	-3	-2
- COc1cc(OC)cc(-c2nnc(NC(=O)Cc3ccc(F)cc3)o2)c1
  3	0.1	9	2.0	-7	nt	21	-2
- O=C(NC[C@@H]1[C@H](c2ccccc2)[C@@H](CO)N1C(=O)Cc1cccnc1)C1CC1
  5	0.0	-6	0.4	-4	-0.1	14	-1
- O=C(O)CCn1c(SCc2cc(=O)n3ccccc3n2)nc2ccsc2c1=O
  -16	-0.1	5	-1.5	nt	nt	3	1
- O=C1NC(Cc2c[nH]c3ccccc23)C(=O)N1Cc1cccc2ccccc12 (stereo not given)
  -9	1.0	-14	2.5	0	nt	2	0
- CCOC(=O)c1ccc(NC(=O)CSc2nnc(Cn3c(=O)sc4ccccc43)n2C)cc1
  -6	0.1	4	1.0	6	0.8	8	-3
- CCCC(O)C#Cc1cnc2c(c1)C(=O)N([C@H](C)CO)C[C@H](C)[C@H](CN(C)C(=O)Nc1ccc(F)cc1)O2 (stereo not given in full)
  -5	0.7	-11	-0.7	8	-0.2	-20	-1
- COc1ccc(C(=O)Nc2c(C(C)(C)C)nn(C)c2C(C)(C)C)cc1
  -22	0.0	10	-2.2	-1	0.1	nt	-5
- COc1ccccc1-c1c(C)nn2c(N3CCN(Cc4ccccc4)CC3)cc(C)nc12
  1	0.8	55*	3.4	16	0.2	nt	3
- CCCN1[C@@H]2c3ccc(-c4ccccc4)c(=O)n3C[C@H]1[C@H](CO)[C@H]2C(=O)NCCc1cn(C)cn1
  -15	0.0	-9	1.3	7	-0.4	2	3
- COc1ccc(CNC(=O)O[C@]23C[C@H]4C(=O)N(c5ccccc5)C(=O)[C@H]4C[C@@]2(O)CN(S(=O)(=O)c2ccc(C)cc2)C3)cc1OC
  -11	0.1	4	0.1	-1	-0.1	3	0
- COc1ccccc1NS(=O)(=O)c1cccc(C(=O)N/N=C/c2ccc(NC(C)=O)cc2)c1
  -4	0.0	3	2.0	nt	-1.3	6	1
- O=C(Nc1ccc(N2CCOCC2)cc1)c1cc2c(s1)CCCC2
  1	0.0	4	-0.3	nt	nt	9	5
- O=C(CSc1nnc(-c2ccc(F)cc2)o1)c1ccc2c(c1)OCCO2
  -23	nt	0	-3.5	-6	nt	4	-2
- CO[C@@H]1CC[C@@H]2CCN(C)C(=O)CC3(CCCCC3)CN(C)C(=O)c3cc(C#N)ccc3OC[C@H]1O2
  -6	0.2	12	nt	6	0.1	-1	-2
- Cc1ccc(C)c(NC(=O)CCN2CC(C)CC(C)C2)c1 (stereo not given)
  3	0.1	1	1.9	3	nt	-5	-4
- N#Cc1ccc(-c2ccc3c(c2)[C@H]2[C@H](CCN2Cc2ccc4c(c2)OCO4)[C@@H](CO)N3)cc1
  -65	-0.1	?	3.2	38	-0.2	9	-2
- CCCNC(=O)N1[C@H](CO)[C@H](c2ccccc2)[C@@H]1CNC(=O)c1ccccc1
  4	0.0	33*	1.3	9	-0.3	1	-2
- N#Cc1nc(Cc2ccccc2)oc1NCCN1CCOCC1
  -10	nt	0	2.0	-6	nt	9	1
- CC(C)C(=O)Nc1ccc2nn(-c3ccccc3)nc2c1
  5	0.3	-4	-1.4	0	-3.6	-4	1
- COc1cccc(CCc2nnc(CCC(=O)NCCC3CCCCO3)o2)c1 (stereo not given)
  -7	0.1	1	-1.3	-12	3.8	3	2

# Carrying on.
# Each structure is followed by: RAD52 anneal inh	XiGFP reactiv	DENV2 CPE	F508del corr	RAD54 branch	E-sel inducer	GSIS activator	CASP6 VEID inh
- Cc1ccc(N/C(N)=N/c2nc(CSc3ccccn3)cc(=O)[nH]2)c(C)c1
  -9	0.0	-3	3.0	nt	2.6	0	-1
- Cc1ccc(S(=O)(=O)N(C)c2c(C)ccc(S(=O)(=O)N3CCN(C=O)CC3)c2C)cc1
  -7	-0.4	0	nt	nt	-2.5	6	3
- CCC(=O)N(C)C[C@@H]1Oc2ncc(-c3ccccc3OC)cc2C(=O)N([C@@H](C)CO)C[C@@H]1C
  13	-0.4	0	-1.4	2	-0.2	11	1
- CC(=O)NC1CCCC(NC(C)=O)C1 (stereo not given)
  -57	0.3	-6	-1.4	-3	1.7	-12	-2
- O=C(NCC(c1ccco1)N1CCc2ccccc21)c1c(F)cccc1F (stereo not given)
  -17	0.2	63*	-0.4	7	0.5	34	2
- COC(=O)c1cccc(NC(=O)c2cccc([N+](=O)[O-])c2)c1
  0	0.0	0	3.0	0	0.1	nt	-1
- COc1cc(NC(=O)CSc2ncnc3scc(-c4ccccc4)c23)c(C(=O)O)cc1OC
  -7	0.0	4	-1.6	nt	nt	2	2
